NPSR antag: qHTS Assay for Antagonists of the Neuropeptide S Receptor: cAMP Signal Transduction | Q6W5P4 | CHO-NPSR cells, cAMP TR-FRET, antagonist mode | Potency, µM (series often up to 38.3 µM), for inactives: at the top dose activity change, negative = inhibition, actives largely listed as inhibitors | 1% of 220,000 active | AID 1461, 2008; note: potency is the fitted concentration of half-maximal effect; % is set by controls: 0 for no effect and ±100 for the full control effect; nearly all actives have a fitted effect of over 50% in size; many of its hits are not listed in these tables
L3MBTL1 block: qHTS Assay for the Inhibitors of L3MBTL1 | Potency, µM (highest dose often 57.1 µM), for inactives: at the highest dose activity, negative = inhibition, actives largely listed as inhibitors | Lethal(3)malignant brain tumor-like protein 1 (Homo sapiens), Q9Y468 | 0.66% of 230,000 active | AID 485360, 2010 | AlphaScreen L3MBTL1–H3K9me1 peptide binding; note: potency is the fitted concentration of half-maximal effect; % is set by controls: 0 for no effect and ±100 for the full control effect; nearly all actives have a fitted effect of over 60% in size
Target sequence (Q9Y468 whole entry, looked up): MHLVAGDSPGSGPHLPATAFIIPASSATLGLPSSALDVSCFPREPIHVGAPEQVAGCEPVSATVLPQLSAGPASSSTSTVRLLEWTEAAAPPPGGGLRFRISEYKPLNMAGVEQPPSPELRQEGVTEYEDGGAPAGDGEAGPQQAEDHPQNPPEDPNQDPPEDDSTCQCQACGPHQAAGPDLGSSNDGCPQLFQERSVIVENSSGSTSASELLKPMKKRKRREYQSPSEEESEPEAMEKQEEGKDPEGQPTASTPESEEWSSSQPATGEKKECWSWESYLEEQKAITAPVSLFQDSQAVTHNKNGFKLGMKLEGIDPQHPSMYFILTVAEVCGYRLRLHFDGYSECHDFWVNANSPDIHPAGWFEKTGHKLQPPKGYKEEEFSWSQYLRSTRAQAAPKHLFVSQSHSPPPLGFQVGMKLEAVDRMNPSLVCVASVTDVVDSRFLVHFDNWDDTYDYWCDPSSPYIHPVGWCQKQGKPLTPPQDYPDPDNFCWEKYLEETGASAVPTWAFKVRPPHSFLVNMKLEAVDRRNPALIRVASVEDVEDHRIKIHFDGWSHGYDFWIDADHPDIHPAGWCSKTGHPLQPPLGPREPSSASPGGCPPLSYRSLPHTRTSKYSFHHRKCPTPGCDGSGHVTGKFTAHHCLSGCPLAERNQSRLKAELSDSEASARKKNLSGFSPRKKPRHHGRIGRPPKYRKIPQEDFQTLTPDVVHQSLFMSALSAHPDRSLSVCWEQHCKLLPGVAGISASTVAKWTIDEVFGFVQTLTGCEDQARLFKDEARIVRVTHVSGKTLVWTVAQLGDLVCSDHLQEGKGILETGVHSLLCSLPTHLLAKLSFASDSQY
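L3MBTL1 50 nM + b-AHA-H3(1-15)K9me1 75 nM, 30 min RT; compound added, 30 min RT; streptavidin donor/Ni-chelate acceptor beads 10 ug/mL each final, 30 min RT dark; AlphaScreen read.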
Epigenetic reg: Quantitative High-Throughput Screen for Regulators of Epigenetic Control. murine LDR cells, GFP reporter derepression, 30 h. Potency, µM (titrated, usually from 53.9 µM), for the others: at the top dose GFP activation, actives largely listed as activators. 0.2% of 280,000 active; note: potency is the fitted concentration of half-maximal effect; % of control where 0% means no effect; nearly all actives have a fitted effect of over 60% in size
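GFP-positive cell count by laser-scanning cytometry (objects 20–120 um) after 30 h, 37 C compound exposure of murine LDR cells; reporter is CMV-GFP integrated at a silenced locus, inducible by HDAC or DNMT inhibitors.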
HttQ103 aggreg: qHTS Multiplex Assay to Identify Dual Action Probes in a Cell Model of Huntington: Aggregate Formation (GFP). 1.1% of 220,000 active. PC12 HttQ103-GFP aggregates, Acumen cytometry, 40 h. Potency, µM (top dose mostly 46.1 µM), for the others: at the top dose activity change, negative = inhibition, actives largely listed as inhibitors; note: potency is the fitted concentration of half-maximal effect; % is set by controls: 0 for no effect and ±100 for the full control effect; nearly all actives have a fitted effect of over 60% in size
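Aggregates are detected as GFP objects 1–25 µm with signal 6 STDEV over background in lysates of induced PC12 cells. These carry Huntingtin exon 1 with 103 glutamines fused to GFP under an ecdysone promoter; compounds titrated.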
Luc counter: Counterscreen for Luciferase (Kinase-Glo TM) Inhibition; AID 1379, 2008; Potency, µM (titrated, usually from 38.3 µM), for the others: at the highest dose activity change, negative = inhibition, usual class: inhibitors; Luciferin 4-monooxygenase (Photuris pensylvanica), Q27757; Kinase-Glo luciferase, ATP luminescence, 8 min; 0.28% of 200,000 active; note: potency is the fitted concentration of half-maximal effect; % is set by controls: 0 for no effect and ±100 for the full control effect; nearly all actives have a fitted effect of over 60% in size
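Kinase-Glo luciferase light output from ATP and luciferin was measured with 10 uM ATP, within the enzyme's linear range. Buffer: 50 mM imidazole pH 7.2, 50 mM KCl, 7 mM MgCl2, 0.01% Tween 20, 0.05% BSA; luminescence read after 8 min at ambient temperature.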
IMPase Li cell: qHTS Assay for Identifying the Cell-Membrane Permeable IMPase Inhibitors: Potentiation with Lithium; CHO-M1 cells, IP1 TR-FRET (IP-One), carbachol + lithium; Potency, µM (top dose mostly 59.4 µM), for inactives: at the highest dose activity, negative = IMPase inhibition, most hits filed as inhibitors; 0.35% of 210,000 active;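 note: IP1 builds up when IMPase is blocked and the TR-FRET signal falls; potency is the fitted concentration of half-maximal effect; plate controls were basal vehicle for no effect and high inhibitor control for full effect; nearly all actives have a fitted effect of over 50% in size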
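Concentration–response in CHO-M1 cells, lithium-potentiated; 30 min at 37C. IP1 detected by competitive TR-FRET after 10 min lysis at RT. Hill-fitted AC50.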
CBFb-RUNX1 inh: qHTS Assay for Compounds Blocking the Interaction Between CBF-beta and RUNX1 for the Treatment of Acute Myeloid Leukemia; Potency, µM (series often up to 59.8 µM), inactives show at the top dose activity, negative = inhibition, actives largely listed as inhibitors; 230,000 tested, under 10 active; AlphaScreen CBFb-His/RUNX1-biotin binding, biochemical; Runt-related transcription factor 1 (Homo sapiens) + Core-binding factor subunit beta …; note: % of control where 0% means no effect
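His-tagged CBF-beta and biotinylated RUNX1 (30 nM each) were premixed 20 min at room temperature, exposed to compound for 15 min, then given nickel-chelate and streptavidin AlphaScreen beads (50 ng each). After 90 min, AlphaScreen signal was read.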
* = called active by the depositor; ? = inconclusive; . = no result given; & = joins results of further samples; [ ] = dose if it differs, or a comment. Calls come from the whole dose curve; as a rule, active = well fitted curve in the direction sought with a large enough effect; inconclusive = small, poorly fitted or top-dose-only effect, or another doubt; inactive = no such curve, though single readings can be large; an effect the other way counts as inactive or inconclusive.

smiles	HttQ103 aggreg	L3MBTL1 block	Epigenetic reg	IMPase Li cell	Luc counter	CBFb-RUNX1 inh	NPSR antag
COC(=O)C1=CNC=C(C(=O)OC)C1c1ccc(Cl)cc1	-7%	19%	-1.1%	3%[38.3 µM]	1%	28%	14%[46.1 µM]
Cc1ccc(NCc2nnc(SCC(=O)NCCc3ccccc3)n2C)cc1	-6%	-8%	-3.1%	-21%[38.3 µM]	-5%	-1%	-8%[46.1 µM]
Cc1cccc(-n2ncc3c(NCCc4ccc(S(N)(=O)=O)cc4)ncnc32)c1	-8%	.	-0.2%	-2%[38.3 µM]	-1%	-4%	-28%[46.1 µM]
Cc1cc(C)c(S(C)(=O)=O)c(Oc2ccc(F)cc2)n1	3%	-4%	-2.3%	-19%[38.3 µM]	2%	0%	2%[46.1 µM]
Cc1nc2ccc(NC(=O)Cc3cccc(F)c3)cc2s1	-4%	?	3.5%	7%	2%	11%	-7%
COc1cc2cc(C(c3nnnn3C3CCCC3)N3CCc4ccccc43)c(=O)[nH]c2cc1OC (stereo unspecified)	-1%	-1%	6.0%	4%[38.3 µM]	-4%	1%	?
CCOC(=O)N1CN(C(=O)OCC)CN(C(=O)OCC)C1	-12%[9.22 µM]	-1%	-0.4%	.	.	1%	-18%
Cc1ccc(S(=O)(=O)Oc2ccc(/C=C(/NC(=O)c3ccccc3)C(=O)NCCC(=O)O)cc2)cc1	12%[9.22 µM]	1%	-0.1%	2%	2%	2%	-5%
Cc1cccc(-c2nc(CS(=O)CC(=O)NCC3CCCO3)c(C)o2)c1 (stereo unspecified)	0%	-7%	-1.0%	-3%	3%	-1%	10%
O=C1CC(c2ccco2)CC(O)=C1C=Nc1cc(Cl)cc(Cl)c1 (stereo unspecified)	20%	.	0.6%	18%[38.3 µM]	-6%	-8%	-21%[46.1 µM]
O=C(Cn1cnc2ccccc21)NC(c1ccccc1)c1ccccc1	-5%	0%	2.0%	-8%[38.3 µM]	-5%	0%	-21%[46.1 µM]
CC(C)C[C@@H](CC(=O)N[C@@H](CCC(=O)O)CC(=O)O)NC(=O)[C@@H]1CCCC[C@H]1NC(=O)C[C@H](CCCN)NC(=O)C[C@H](CO)NC(=O)[C@@H]1CCCC[C@H]1N	.	.	-1.1%	3%	1%	16%	.
Cc1onc(-c2ccccc2Cl)c1C(=O)NCC1CCCO1 (stereo unspecified)	5%	4%	-0.7%	7%[38.3 µM]	-2%	1%	-5%[46.1 µM]
C=CCOc1ccc(S(C)(=O)=O)cc1	-18%[9.22 µM]	.	-0.9%	.	.	13%	18%
Cc1cc(C)nc(NC(=O)c2ccc(COc3ccccc3Cl)cc2)c1	-28%	20%	-0.4%	13%	3%	26%	-30%

Exported with each value named: two of the compounds above.
> Cc1ccc(S(=O)(=O)Oc2ccc(/C=C(/NC(=O)c3ccccc3)C(=O)NCCC(=O)O)cc2)cc1
- HttQ103 aggreg: 12%[9.22 µM]
- L3MBTL1 block: 1%
- Epigenetic reg: -0.1%
- IMPase Li cell: 2%
- Luc counter: 2%
- CBFb-RUNX1 inh: 2%
- NPSR antag: -5%
> Cc1cccc(-c2nc(CS(=O)CC(=O)NCC3CCCO3)c(C)o2)c1 (stereo unspecified)
- HttQ103 aggreg: 0%
- L3MBTL1 block: -7%
- Epigenetic reg: -1.0%
- IMPase Li cell: -3%
- Luc counter: 3%
- CBFb-RUNX1 inh: -1%
- NPSR antag: 10%

More records:
smiles	HttQ103 aggreg	L3MBTL1 block	Epigenetic reg	IMPase Li cell	Luc counter	CBFb-RUNX1 inh	NPSR antag
CN(CC(=O)N1CCN(c2ncccn2)CC1)S(=O)(=O)c1ccc(Cl)cc1	?	.	0.9%	5%	.	2%	14%
COc1cccc(CN(C)Cc2nc(C3CC3)no2)c1	-11%	6%	-6.6%	1%	1%	0%	-17%
COc1cc2c(cc1OC)CC(=O)NC=C2	-11%	-3%	-1.1%	18%	1%	18%	11%
Cc1cccc(NC(=O)CCn2ccnc2C)c1	-7%	6%	6.5%	28%[38.3 µM]	3%	2%	6%[46.1 µM]
CC(=O)N/C(=N\OCc1ccc(Br)cc1)c1nonc1NC(C)=O	10%	10%	1.0%	1%	-3%	-5%	10%
Cc1c(NC(=O)C(C)Sc2ccccc2)c(=O)n(-c2ccccc2)n1C (stereo unspecified)	-2%	.	0.0%	8%[38.3 µM]	-3%	0%	-13%[46.1 µM]
CCCC(=O)c1cc2c(cc1NC(=O)c1cccs1)OCCO2	15%	2%	2.6%	17%[38.3 µM]	-3%	5%	-9%[46.1 µM]
NC(=S)Nc1ccc2cc[nH]c2c1	12%	1%	-1.4%	1%	-2%	4%	8%
COc1ccc(-c2nc3ccccn3c2/N=C/c2ccc(OC)c(OC)c2)cc1O	26%	1%	1.1%	25%	-4%	0%	-23%
Cc1cccc(OCC(=O)N/N=C\c2cc3c(cc2[N+](=O)[O-])OCO3)c1C	5%	.	-0.3%	4%[38.3 µM]	-2%	-8%	?
CCc1ccc(NC(=O)COC(=O)/C(=C/c2ccccc2OC)c2ccccc2)cc1	-20%	-14%	-1.0%	13%	0%	3%	-24%
O=C(O)c1ccc2c3c(cccc13)C(=O)N(OS(=O)(=O)c1ccccc1)C2=O	7%[9.22 µM]	?	0.1%	3%	?	?	7%
C/C(=C/c1oc2ccc(O)cc2c1[N+](=O)[O-])N(C)C	-1%	.	0.7%	40%[activator][38.3 µM]	-25%	-3%	?
COc1ccc(N(CC(=O)N2CCN(c3cccc(C)c3)C(C)C2)S(=O)(=O)c2c(C)n[nH]c2C)cc1 (stereo unspecified)	-31%	.	0.9%	14%	1%	0%	?
COc1cc(-c2cc(N3C(=O)Nc4ccccc4N3O)n[nH]2)cc(OC)c1OC	-5%	11%	1.0%	1%	0%	2%	31%
OC1(c2cccnc2)CCN(Cc2nnnn2C2CCCCC2)CC1	-7%	-2%	0.1%	-7%[38.3 µM]	0%	8%	-5%[46.1 µM]
COc1cccc(-c2nnc(SCC(=O)OC(C)C)n2Cc2ccco2)c1	16%	-8%	1.9%	.	.	2%	2%[46.1 µM]
CCCC[n+]1ccn(-c2nc3ccccc3nc2[N-]S(=O)(=O)c2cccs2)c1	-23%[9.22 µM]	-17%	10µM*	.	.	3%	10%
CCCn1c(C)cc(=O)c2cc(NC(=O)c3cnccn3)ccc21	19%	10%	0.9%	6%	7%	-1%	?
O=C(Nc1ccc(N2CCOCC2)cc1)c1ccccc1SCC(=O)N1CCCC1	10%	-17%	4.2%	1%	-4%	-7%	-2%
C=CCN(CC=C)C(=O)Nc1cc(Cl)ccc1OC	2%	7%	7.2%	13%[38.3 µM]	8%	5%	0%[46.1 µM]
O=C(/C=C/Nc1ccc([N+](=O)[O-])cc1)c1ccc(Br)cc1	16%	0%	5.8%	-2%	1%	-3%	16%
CCN1CCN(C(=O)NC(c2ccc(C)c(F)c2)C(Cl)Cl)CC1 (stereo unspecified)	3%	6%	-1.9%	19%	-1%	8%	18%
CC(C)Sc1nc2ccc(Br)cc2[nH]1	5%[9.22 µM]	12%	3.1%	-2%	-2%	5%	14%
NNC(=S)Nc1ccc(C(F)(F)F)cc1Cl	-18%[9.22 µM]	4%	6.9%	.	.	2%	-6%
O=C(Cc1cccs1)N1CCN(c2nc(-c3ccc(Cl)cc3)cs2)CC1	?	-10%	5.0%	.	.	6%	-24%[46.1 µM]
CCOC(=O)c1c(C)[nH]c(N=Nc2cc(C(=O)O)cc(C(=O)O)c2)c1C	3%[9.22 µM]	.	0.0%	.	.	13%	0%
COc1ccccc1NC(=O)c1sc2ncn(Cc3cccc4ccccc34)c(=O)c2c1C	-28%	8%	2.1%	5%	2%	3%	-45%
CC(C)(C)c1ccc(-c2noc(CCC(N)=O)n2)cc1	-4%	9%	-1.2%	-8%[38.3 µM]	0%	3%	-4%[46.1 µM]
CS(=O)(=O)n1nc(NCc2cccs2)nc1NCc1cccs1	-6%	3%[11.4 µM]	-0.1%	9%	3%	10%	2%
O=C(Nc1cccc(Cl)c1)N(CCN1CCOCC1)Cc1cccc(Cl)c1	-12%	0%	0.0%	45%[activator]	0%	15%	-13%[46.1 µM]
COCCN1CCN(Cc2cn(C)nc2-c2cccc(Cl)c2)CC1	-13%[9.22 µM]	4%	0.0%	10%	-3%	10%	-12%
CCc1c(C)nc2ncnn2c1Nc1ccc(C#N)c(Cl)c1	13µM*	23%	1.2%	-14%[38.3 µM]	-1%	5%	14%[7.67 µM]
Cc1cccc(/N=C/c2c(O)n(Cc3ccc4c(c3)OCO4)c(=O)c3ccccc23)n1	-1%	-2%	-1.3%	7%	-2%	13%	-9%
Clc1ccc(/C=N/NC2=Nc3cccc4cccc2c34)cc1	-29%	-16%	?	-9%	0%	-14%	-13%[46.1 µM]
CCc1ccc(/C=C(\C)C(=O)c2c(C)cc(C)[nH]c2=O)cc1	-11%	.	-4.6%	4%	0%	-1%	?
O=C(CN(c1ccccn1)S(=O)(=O)c1ccc(F)cc1)Nc1ccccc1	10%	-20%	-2.2%	0%	-2%	12%	3%
CCOc1ccc2nc(S(N)(=O)=O)sc2c1	6%&10%	10%	0.2%&-2.2%	9%&2%	-4%	1%&6%	5%
Cc1ccn(-c2cccc(-n3ccc(C)n3)n2)n1	7%	?	0.0%	3%	1%	8%	-2%
O=C(Nc1nc(-c2cccs2)cs1)c1cc2ccccc2oc1=O	40%	5%	3.5%	-4%[38.3 µM]	-2%	3%	-3%[46.1 µM]
CC(=O)Nc1ccccc1P(=O)(c1ccccc1)c1ccccc1OC(C)=O (stereo unspecified)	-6%[9.22 µM]	22%	0.0%	.	.	-7%	?
Cc1ccc(-c2ccnc3nc(Sc4ncc(C(F)(F)F)cc4Cl)nn23)cc1	-1%	55%[activator]	-2.4%	8%[38.3 µM]	1%	5%	?
Cc1nn(CCC(=O)NNC(=S)Nc2ccc(F)cc2)c(C)c1Br	15%	5%	0.0%	2%	11%	-2%	-23%
O=C(N/N=C\C=C\c1ccco1)c1cc(-c2ccc3ccccc3c2)n[nH]1	2%	?	-2.0%	13%	-3%	-1%	-18%
COC(=O)c1nnn(-c2ccccc2)c1N	-3%	-14%	1.0%	-5%	-1%	0%	-20%[46.1 µM]
CCOC(=O)CNc1c(-c2ccc(Cl)cc2)nc2cnccn12	1%	13%	4.3%	?	0%	6%	1%[46.1 µM]

Screens deposited in PubChem by National Center for Advancing Translational Sciences (NCATS).

Not all compounds are listed. The share of hits here may be higher or lower than overall.
